Compound activity as filed in PubChem BioAssay.
influenza NS1A = H1N1 influenza NS1A inhibitors, functional cell based assay (AID 504329); NS1A functional cell-based assay, percent inhibition; higher % means a stronger effect; one-dose inhibition, % at 12.5 µM; IC50 in µM for titrated hits; hit rate 0.3% among 340,000; in the data active means a potency from the dose series; inconclusive means inhibition above about 27% without an active follow-up result; further: strong numbers were not always called active
Salmonella PhoP GFP = PhoP regulon inhibitors, Salmonella typhi PhoP promoter GFP reporter, confirmatory (AID 1850) | inhibition, % at 50 µM, or IC50 in µM where a hit was titrated | hit rate 0.33% among 310,000 | Salmonella Typhi PhoP-promoter GFP reporter, fluorescence, 4 h; higher % means a stronger effect; in the data active means a potency from the dose series; inconclusive means inhibition mostly from about 25% at the one dose, without a potency; inactive means the rest, 99 in 100 with inhibition below about 19%;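 further: 0% = induced wells with vehicle and 100% = uninduced wells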
VEEV TC-83 Vero = inhibitors of VEEV TC-83 cytopathic effect, confirmation, Vero cells (AID 588727); Vero cells, VEEV TC-83 cytopathic effect inhibition; higher % means a stronger effect; one-dose inhibition, % at 20 µM; IC50 in µM for titrated hits; hit rate 0.13% among 350,000; in the data active means a potency from the dose series; inconclusive means inhibition mostly from about 14% at the one dose, without a potency; inactive means the rest, 99 in 100 with inhibition below about 12%; further: strong numbers were not always called active
M. tuberculosis HTS = M. tuberculosis growth inhibition, HTS (AID 449762); M. tuberculosis H37Rv growth inhibition, 7H9 media; higher % means a stronger effect; inhibition, % at 25 µM; hits with a dose series show IC50 in µM; hit rate 0.59% among 330,000; in the data active means a potency from the dose series; inconclusive means inhibition above about 70% without an active follow-up result;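 further: bacterial growth assessed after seven days of incubation; strong numbers were not always called active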
tuberculosis growth = growth inhibition of non-replicating M. tuberculosis (AID 488890); Mycobacterium tuberculosis non-replicating, growth inhibition; higher % means a stronger effect; inhibition, % at 25 µM; hits with a dose series show IC50 in µM; hit rate 0.39% among 320,000; in the data active means a potency from the dose series; inconclusive means inhibition mostly from about 82% at the one dose, without a potency; inactive means the rest, 99 in 100 with inhibition below about 76%;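 further: plate controls were DMSO cells for no effect and high antibiotic wells for full effect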
VEEV TC-83 Vero 10K pilot screen = also measured in VEEV TC-83 Vero; calls as there; inhibition, %; measured here: 10K pilot screen inhibition
* = called active by the depositor; i = inactive; ? = inconclusive; . = not tested or not shown; & = joins results of further samples.

SMILES | influenza NS1A | Salmonella PhoP GFP | VEEV TC-83 Vero | M. tuberculosis HTS | tuberculosis growth | others
CCOc1ccc(C(=O)OCC(=O)Nc2nc(OC)cc(OC)n2)cc1OCC | 1% | 9% | i | -24% | -6%
Cc1ccc(NC(=O)c2ccc(=O)[nH]c2)cc1S(=O)(=O)N1CCCCCC1 | -5% | . | 0.8% | 4% | 10%
O=C(CCS(=O)(=O)Cc1ccccc1)Nc1ncc([N+](=O)[O-])s1 | -13% | -11% | 6.3% | -3% | 2µM*
Cc1cc(C)cc(CC2CC(=O)N(c3cc(C)on3)C2=O)c1 (stereo not given) | -3% | -16% | 0.2% | 5% | 12%
CC(C)Oc1ccc(C(=O)OCC(=O)NC(=O)NC2CCCC2)cc1 | -1% | . | 4.7% | 5% | 68%
CCC(C)n1c(SCc2ccccc2)nc2ccsc2c1=O (stereo not given) | 16% | 6% | 0.3% | 15% | 11%
COC(=O)[C@@H](NC(=O)NC1CCCCC1C)C(C)C (stereo not given in full) | -2% | 0% | 2.8% | -5% | -8%
COc1ccc(-c2[nH]c(-c3ccc(SC)cc3)nc2SCC(=O)Nc2nccs2)cc1 | 1% | -1% | 2.8% | 4% | -1%
Cc1cc(NC(=O)C(C)SCC(=O)Nc2nnc(CC(C)C)s2)no1 (stereo not given) | 6% | 6% | 2.5% | -1% | 4%
O=C(/C=C/c1ccccc1)Nc1cccnc1Oc1ccccc1F | 0% | 5% | 3.5% | -7% | 48%
C/C(=C/C(=O)Nc1cccc(F)c1)N1CCCC1 | 6% | -5% | i | -2% | 9%
COc1ccc(CNC(=O)CCc2c(C)nc3ncnn3c2C)cc1 | -6% | -13% | 3.0% | -11% | 4%
CCc1noc(C)c1C(=O)Nc1ncc(C)s1 | 3% | -8% | 3.3% | -4% | 22%
COc1ccccc1CNS(=O)(=O)c1cc(C(=O)NCc2ccccn2)c(Cl)cc1Cl | 6% | . | 1.6% | . | .
O=C(Nc1nnc(-c2ccc(Cl)s2)o1)C1CCCCC1 | -12% | -7% | 1.6% | 25% | .
O=C(CSc1nnc(CNC(=O)c2ccco2)o1)c1ccc(Cl)cc1 | 12% | 16% | 1.3% | -5% | 26%
CCCc1cc(=O)[nH]c(/N=C(\N)Nc2ccccc2)n1 | 4% | -15% | 2.4% | -4% | -6%
Cc1ccc(SCC(=O)NCc2ccccc2C)cc1 | -6% | -10% | i | 2% | 56%
Cc1cc(C)c(S(=O)(=O)N2CCCCCC2)cc1Br | 5% | 17% | 3.5% | 0% | 3% | VEEV TC-83 Vero 10K pilot screen=1.5
O=C(CN1C(=O)c2ccccc2C1=O)Nc1sc2c(c1C(=O)NCc1ccco1)CCCC2 | 5% | -8% | 1.2% | 0% | 0%

Pulled one by one from the list above (7):
SMILES | influenza NS1A | Salmonella PhoP GFP | VEEV TC-83 Vero | M. tuberculosis HTS | tuberculosis growth | others
Cc1ccc(NC(=O)c2ccc(=O)[nH]c2)cc1S(=O)(=O)N1CCCCCC1 | -5% | . | 0.8% | 4% | 10%
O=C(CN1C(=O)c2ccccc2C1=O)Nc1sc2c(c1C(=O)NCc1ccco1)CCCC2 | 5% | -8% | 1.2% | 0% | 0%
O=C(CCS(=O)(=O)Cc1ccccc1)Nc1ncc([N+](=O)[O-])s1 | -13% | -11% | 6.3% | -3% | 2µM*
CCc1noc(C)c1C(=O)Nc1ncc(C)s1 | 3% | -8% | 3.3% | -4% | 22%
Cc1cc(C)cc(CC2CC(=O)N(c3cc(C)on3)C2=O)c1 (stereo not given) | -3% | -16% | 0.2% | 5% | 12%
COc1ccc(CNC(=O)CCc2c(C)nc3ncnn3c2C)cc1 | -6% | -13% | 3.0% | -11% | 4%
COc1ccccc1CNS(=O)(=O)c1cc(C(=O)NCc2ccccn2)c(Cl)cc1Cl | 6% | . | 1.6% | . | .

Other structures.
SMILES | influenza NS1A | Salmonella PhoP GFP | VEEV TC-83 Vero | M. tuberculosis HTS | tuberculosis growth | others
CC12CN3CC(C)(CN(C1)C3c1cccnc1)C2=O (stereo not given) | 6% | -8% | i | -7% | -14%
Cc1ccc(C(=O)OCC(=O)Nc2cccc(S(=O)(=O)NC3=NCCCCC3)c2)c(C)c1 | 7% | 2% | 0.6% | 2% | 7%
COc1ccc(C2(c3ccc(OC)cc3)NC(=O)N(CC(=O)N(C)C3CCC(C)CC3)C2=O)cc1 (stereo not given) | -3% | . | 2.0% | ? | 69%
COC(=O)c1cccc(NC(=O)c2ccc3c(c2)C(=O)N(Cc2cccnc2)C3=O)c1 | -2% | -7% | 2.1% | -13% | -11%
CC(Oc1ccc(F)cc1F)C(=O)/C=C/N(C)C (stereo not given) | 0% | -3% | i | -6% | -13%
O=C(Cn1cnc2ccccc2c1=O)Nc1cccc(S(=O)(=O)N2CCCCC2)c1 | 14% | -3% | 0.4% | 4% | 7%
CCCCCCn1nc(C(=O)OCC(=O)NC2CCS(=O)(=O)C2)c2ccccc2c1=O (stereo not given) | 8% | -9% | 0.1% | 8% | 8%
Cc1cccc(C)c1Nc1c(-c2ccccc2O)nc2ncccn12 | 19% | 20% | i | 3% | 10%
O=S(=O)(c1ccccc1)N1N=C(c2ccc(Cl)cc2)CC1c1ccco1 (stereo not given) | -6% | . | 5.7% | . | .
CN1CCC(OC(c2ccccc2)c2ccccc2)CC1 | 3% | 1% | 0.4% | -1% | 15%
CCOC(=O)c1[nH]c2ccc(OCC)cc2c1NC(=O)CN1CCN(c2ccccn2)CC1 | 1% | -12% | 7.3% | -5% | 37%
Cc1noc(C)c1S(=O)(=O)N1CCN(c2ccccc2)CC1 | 6% | -7% | 0.4% | 0% | -19% | VEEV TC-83 Vero 10K pilot screen=0.6
Cn1nccc1C(=O)Nc1ccc(Cl)cc1 | -3% | -17% | i | -3% | 1%
Cn1c(SCC(=O)c2ccc(F)cc2)nnc1-c1cccnc1 | 7% | -8% | i | 3% | 20%
OCCNc1nc(-c2ccccc2)c2cc(Cl)ccc2n1 | -2% | -2% | 0.7% | 4% | 18%
COC(=O)c1cc(NC(=O)c2nn(C)c(=O)c3ccccc23)cc(C(=O)OC)c1 | 15% | -11% | 4.6% | 1% | -5%
Cc1cc(-n2nc(C)cc2C)n2nc(C)c(-c3ccc(Cl)cc3)c2n1 | -1% | -2% | i | -4% | 1%
CC(Oc1ccc(Cl)cc1)c1ccn[nH]1 (stereo not given) | -6% | 8% | i | -5% | -8%
COc1ccc(C(=O)Nn2c(SCC(=O)c3ccc(Cl)cc3)nc3ccccc3c2=O)cc1 | -4% | -13% | 7.2% | ? | 2%
Cc1ccc2nc(CSc3nc(C)ccc3C#N)[nH]c2c1 | -11% | -6% | 0.9% | 41% | 16%

An excerpt from above in order of molecular weight, high to low:
SMILES | influenza NS1A | Salmonella PhoP GFP | VEEV TC-83 Vero | M. tuberculosis HTS | tuberculosis growth | others
COC(=O)c1cc(NC(=O)c2nn(C)c(=O)c3ccccc23)cc(C(=O)OC)c1 | 15% | -11% | 4.6% | 1% | -5%
CN1CCC(OC(c2ccccc2)c2ccccc2)CC1 | 3% | 1% | 0.4% | -1% | 15%
CC12CN3CC(C)(CN(C1)C3c1cccnc1)C2=O (stereo not given) | 6% | -8% | i | -7% | -14%

Next entries follow.
SMILES | influenza NS1A | Salmonella PhoP GFP | VEEV TC-83 Vero | M. tuberculosis HTS | tuberculosis growth | others
O=C(CNC(=O)c1ccc(Cl)cc1Cl)OC1CCCCC1=O (stereo not given) | -16% | . | 1.9% | 5% | 4%
O=C(CCCc1ccccc1)Nc1cccc2c1CCCC2 | -6% | -1% | 0.3% | 22% | 10%
COc1ccc2[nH]c3c(c2c1)CCNC3C (stereo not given) | -4% | 4% | 0.1% | -4% | -13%
COc1cccc(C2CC(c3c(F)cccc3Cl)n3nc(N)nc3N2)c1 (stereo not given) | -9% | 4% | 2.5% | -8% | 12%
Nc1ccc(S(=O)(=O)NCC2CCCCO2)cc1 (stereo not given) | -1% | . | 2.3% | . | .
CC(C)(C)C1CCC(=NNC(=O)c2ccc(Br)o2)CC1 (stereo not given) | -10% | 0% | 2.0% | -7% | 9%
CCCCCCCCS(=O)c1sc2nc3c(cc2c1N)CCCC3 (stereo not given) | 0% | -1% | 3.7% | 5% | ?
CCn1c(CC(=O)Nc2ccccc2F)nnc1SCC(=O)Nc1nncs1 | 5% | 12% | 4.6% | 5% | 2%
CCc1nn(CC(=O)NC(C)CCc2ccccc2)c(=O)c2cc3cc(F)ccc3n12 (stereo not given) | -4% | 7% | 0.2% | -4% | 6%
Cc1cc(SCc2cccc(Cl)c2)nc(=O)[nH]1 | -7% | -3% | 6.3% | 4% | -2%
Cc1cc([N+](=O)[O-])ccc1NC(=O)CSc1nccc(=O)[nH]1 | -2% | -8% | 0.3% | -1% | 10%
O=C(Nc1cccc(F)c1)c1ccc(Br)o1 | -10% | -5% | 1.6% | 8% | 74%
COc1cc(NC(=O)C2CCN(S(=O)(=O)c3cccnc3)CC2)cc(OC)c1OC | -7% | 8% | 7.4% | -2% | -5%
CCc1nnc(NC(=O)c2cc(Cl)ccn2)s1 | 11µM* | -3% | 4.0% | ? | ?
O=c1cc(-c2ccccc2)oc2cc(O)cc(O)c12 | -23% | 1% | 7.1% | -10% | 9%
CC(=O)Nc1cnc(NC(=O)c2cccc(F)c2)cc1C | 4% | 6% | i | -7% | 5%
CSCC(=O)NC1CCCc2c1cnn2-c1ccc(C)c(C)c1 (stereo not given) | -1% | -4% | 2.6% | -1% | -7%
COc1cccc(CCNC(=O)c2ccc(OC)c(OC3CCN(C(C)C)CC3)c2)c1 | -4% | 0% | 0.4% | -7% | 18%
Cc1ccc(-c2ccc(=O)n(CCC(=O)NCc3ccccn3)n2)cc1 | -7% | 4% | 2.5% | 3% | 17%
CCOC(=O)c1c(S(=O)(=O)NCCc2ccccc2)c(C)n(C)c1C | 3% | -6% | 1.9% | -3% | 13%
CN(c1ccccc1)S(=O)(=O)c1ccc(Cl)c(C(=O)OCC(N)=O)c1 | -8% | -6% | 0.0% | 0% | -4%
COc1ccc(NC(=O)CN(C)C(=O)C2CSC3(C)CCC(=O)N23)cc1 (stereo not given) | -6% | . | 0.7% | -9% | -17%
COc1ccc(/C=N/N=C/c2c[nH]c(=O)c(C#N)c2Nc2ccccc2)cc1 | -7% | -6% | 0.8% | 7% | 3%
Nc1cnn(Cc2ccc(F)cc2)c1 | 7% | -10% | 2.0% | ? | 39%
COc1ccc(NC(=O)CC2C(=O)NCCN2C(=O)c2ccccc2)cc1 (stereo not given) | -2% | 6% | i | -3% | 5%
O=C(/C=C/c1ccc(Cl)cc1)N1CCN(c2c(Cl)cccc2[N+](=O)[O-])CC1 | 5% | 3% | i | 44% | 13%
CCOC(=O)c1c(N=CN(C)C)c(C#N)n2c1CCC2 | -2% | 8% | 1.4% | -6% | -13%
O=C(COc1ccc(F)cc1Cl)Nc1ccc(N2CCOCC2)cc1N1CCOCC1 | 13% | -17% | 9.3% | 6% | 22%
CCOC(=O)c1ccc(NC(=O)CSCc2ccco2)cc1 | 12% | -5% | 1.0% | ? | 78%
O=C(NC1C2CC3CC(C2)CC1C3)c1ccc2c(c1)OCO2 (stereo not given) | -5% | 0% | 0.1% | 11% | ?
O=C(COc1ccc(Cl)cc1Cl)N1CCN(C(=O)c2ccco2)CC1 | -6% | 8% | i | 8% | 3%
CN(C)/C=N/S(=O)(=O)c1ccc(Cl)cc1 | -5% | -1% | i | 0% | -2%
CC(C)(C)NCC(O)c1cc(O)cc(O)c1 (stereo not given) | 0% | 4%&-1% | i | -4% | -13%
Cc1nnc(Nc2ccc(C(=O)O)cc2)[nH]c1=O | -7% | 3% | 1.8% | 0% | -8%
CC1CCN(CCCNC(=O)c2cc3c(=O)n(C)c4ccccc4c3n2C)CC1 | 0% | 4% | 0.4% | -6% | 25%
CCN(CCCNC(=O)C1CCN(S(=O)(=O)CC)CC1)c1ccccc1 | 0% | -6% | i | -4% | 0%
CCC1CN(C(=O)NCc2ccc(C)cc2)c2cc(C)ccc2O1 (stereo not given) | -2% | -4% | 1.5% | 16% | 28%
Cc1cc(C)cc(NC(=O)CN(c2ccc(F)cc2)S(C)(=O)=O)c1 | -2% | -4% | 0.9% | -6% | -30%
Cc1noc(C)c1CSCC(=O)Nc1nc2ccc(Oc3ccccc3)cc2s1 | 1% | -4% | 3.8% | -2% | 24%
NC1=C(Cl)C(=O)c2ccccc2C1=O | 0% | . | i | . | .
O=C(COc1ccc(Cl)cc1Cl)N1CCN(C/C=C/c2ccccc2)CC1 | 3% | 6% | 1.0% | ? | 64%
CCc1c(C)nc2ncnn2c1N1CCCC(C(=O)NCCc2ccc(OC)cc2)C1 (stereo not given) | -7% | -4% | i | -8% | -3%
